Screening results as filed in PubChem.
HP1b chromo inh = inhibitors of HP1-beta chromodomain binding to methylated histone tails; P83916; AlphaScreen HP1-beta / biotin-H3K9me3 peptide binding; Potency, µM (doses to about 114 µM), without a hit: top-dose activity change, negative = inhibition, most hits filed as inhibitors; actives 0.56% (n = 390,000); AID 540317; further: nearly all actives have a fitted effect of over 70% in size; inactives centre near 23
Target sequence (P83916 whole entry, looked up): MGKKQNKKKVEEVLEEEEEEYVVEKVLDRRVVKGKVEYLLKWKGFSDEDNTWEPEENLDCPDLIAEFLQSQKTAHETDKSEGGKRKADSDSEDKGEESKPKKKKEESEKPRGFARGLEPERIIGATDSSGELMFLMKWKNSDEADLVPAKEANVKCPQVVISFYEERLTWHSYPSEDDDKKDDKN
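Compound inhibition of the preformed complex between 50 nM HP1-beta and 50 nM biotinylated H3K9me3 peptide was read by AlphaScreen. Buffer was PBS pH 7.4 with 0.01% Tween-20. Incubations ran 30 min at room temperature, with 10 ug/mL donor/acceptor beads.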
GLS inh = blocks human kidney-isoform glutaminase activity. actives 0.21% (n = 410,000). AID 624170. Potency, µM (series often up to 45.5 µM), without a hit: at the top dose activity change, negative = inhibition, most hits filed as inhibitors. GLS enzymatic activity, qHTS titration; further: on the % scale 0 is the no-effect control and ±100 the full control effect
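hKGA in 45 mM KH2PO4 pH 8.2, 0.02% Tween-20 with pin-transferred compounds; 1 mM L-glutamine (stock) plus glutamate oxidase/HRP/Amplex Red coupling added. Fluorescence read initially and after 30 min at RT.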
Tb PGK inh = inhibitors of T. brucei phosphoglycerate kinase. PGK/GAPDH coupled, Kinase-Glo luminescence, 60 min. actives 0.043% (n = 380,000). Potency, µM (titrated, usually from 57.5 µM), for the others: top-dose activity change, negative = inhibition, hits mostly inhibitors; further: on the % scale 0 is the no-effect control and ±100 the full control effect; nearly all actives have a fitted effect of over 60% in size
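Recombinant glycosomal PGK reaction used 1,3-bisphosphoglycerate generated in-well by GAPDH (100nM final) in 100mM TEA pH 7.6, 5mM MgCl2, 0.01% Tween-20. After 60 minutes at room temperature, ATP was read by Kinase-Glo Plus luminescence end-point.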
ALOX12 inh = inhibitors of human 12S-lipoxygenase ALOX12; purified 12hLO, xylenol orange hydroperoxide absorbance; Potency, µM (top dose mostly 108 µM), inactives show at the highest dose activity change, negative = inhibition, usual class: inhibitors; actives 1.1% (n = 580,000); further: on the % scale 0 is the no-effect control and ±100 the full control effect
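Purified human 12hLO (150 nM final) in 25 mM Hepes, 0.01% Triton X-100, pH 7.0 was preincubated 15 min at room temperature with compound. Then 40 uM arachidonic acid was added, 30 min. Hydroperoxide was read by Fe-XO absorbance ratio 573/405 nm.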
ERG-DNA inh = blocks human ERG Ets domain binding to DNA | P11308 | fluorescence polarization, His-ERG Ets domain / labelled DNA | Potency, µM (series often up to 76.9 µM), inactives show top-dose FP activity, negative = inhibition, hits mostly inhibitors | actives 0.028% (n = 370,000); active means well fitted inhibition curve with a large enough effect in the polarisation, with a control signal flat; inconclusive means small, poorly fitted or top-dose-only effect, or effect the other way, or a change in a side signal; inactive means no such curve, though single readings can be large or run the other way; the % refers to the polarisation;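 further: polarization taken with two DNA probes labelled with fluorescein and Texas red; % of control where 0% means no effect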
Target sequence (P11308 whole entry, looked up, the tested form may be a part): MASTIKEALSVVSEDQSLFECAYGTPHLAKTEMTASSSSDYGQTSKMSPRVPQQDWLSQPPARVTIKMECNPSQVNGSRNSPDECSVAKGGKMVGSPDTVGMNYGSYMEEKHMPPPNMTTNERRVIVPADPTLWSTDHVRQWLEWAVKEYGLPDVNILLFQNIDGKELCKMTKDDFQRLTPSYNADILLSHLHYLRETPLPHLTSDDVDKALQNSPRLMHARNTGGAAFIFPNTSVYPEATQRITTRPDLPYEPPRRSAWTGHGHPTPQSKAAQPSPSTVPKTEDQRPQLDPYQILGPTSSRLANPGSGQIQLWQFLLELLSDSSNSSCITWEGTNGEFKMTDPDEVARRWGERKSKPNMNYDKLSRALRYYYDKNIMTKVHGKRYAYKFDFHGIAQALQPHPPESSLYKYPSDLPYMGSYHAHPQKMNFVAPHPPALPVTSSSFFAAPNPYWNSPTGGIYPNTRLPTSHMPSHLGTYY
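His-tagged ERG Ets domain (1 uM in the protein solution; 300mM KCl, 50mM Tris-HCl, 1mM EDTA, 1mM DTT, pH 7.5) received compound, then a probe mix of 5 nM fluorescein-DNA and 100nM Texas-615-DNA. Fluorescence polarization was read for both dyes.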
rTrxR1 inhibitor = rat TrxR1 inhibition. O89049. recombinant rTrxR1, NADPH fluorescence consumption, selenite substrate. Potency, µM (top dose mostly 114 µM), for inactives: at the highest dose activity change, negative = inhibition, hits mostly inhibitors. actives 1% (n = 390,000). AID 588453; further: on the % scale 0 is the no-effect control and ±100 the full control effect; nearly all actives have a fitted effect of over 65% in size
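Rat TrxR1 (90 nM in the dispensed reagent) was pre-reduced with 400 uM NADPH for 5 min at room temperature, then incubated with compound for 15 min. After 400 uM selenite was added, NADPH fluorescence (Ex 340/Em 450 nm) was followed for 8 min.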
RGS4 inhibitor = blocks human RGS4-accelerated GTP hydrolysis. Potency, µM (titrated, usually from 114 µM), for inactives: at the top dose activity change, negative = inhibition, actives largely listed as inhibitors. Transcreener GDP fluorescence polarization, RGS4-accelerated GTP hydrolysis. actives 0.039% (n = 390,000). P49798; further: on the % scale 0 is the no-effect control and ±100 the full control effect; nearly all actives have a fitted effect of over 75% in size; some results filed as inactive show a strong effect at the top dose
Target sequence (P49798 whole entry, looked up): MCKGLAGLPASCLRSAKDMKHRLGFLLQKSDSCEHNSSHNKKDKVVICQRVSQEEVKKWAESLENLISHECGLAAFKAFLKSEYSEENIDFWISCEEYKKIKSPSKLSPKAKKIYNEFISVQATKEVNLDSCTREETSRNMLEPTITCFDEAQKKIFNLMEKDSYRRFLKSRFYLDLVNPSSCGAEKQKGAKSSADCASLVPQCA
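MLSMR compounds (23 nl, pin-transferred) preincubated 10 min at room temperature with a 500nM (2x) first reagent, then RGS4 at 900nM (2x) plus Transcreener GDP mix added; fluorescence polarization (620/688 nm) read before and after 90 min at 30 °C.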
JMJD2A Tudor inh = inhibitors of human JMJD2A Tudor domain; O75164; AlphaScreen JMJD2A-Tudor / H3K4me3 peptide binding; Potency, µM (top dose mostly 114 µM), for the others: top-dose activity change, negative = inhibition, actives largely listed as inhibitors; actives 4.4% (n = 390,000); further: on the % scale 0 is the no-effect control and ±100 the full control effect; nearly all actives have a fitted effect of over 50% in size
Pin1 inhibitor = human Pin1 inhibition; Q13526; Pin1 FP peptide displacement, HiFluor488, 10 min; Potency, µM (doses to about 115 µM), inactives show top-dose activity, negative = inhibition, actives largely listed as inhibitors; actives 0.009% (n = 390,000); AID 504891; active means well fitted inhibition curve with a large enough effect in the polarisation, with a control signal flat, not every such curve was filed as active; inconclusive means small, poorly fitted or top-dose-only effect, or effect the other way, or a change in a side signal; inactive means no such curve, though single readings can be large or run the other way; the % refers to the polarisation; further: on the % scale 0 is the no-effect control and ±100 the full control effect
Target sequence (Q13526 whole entry, looked up): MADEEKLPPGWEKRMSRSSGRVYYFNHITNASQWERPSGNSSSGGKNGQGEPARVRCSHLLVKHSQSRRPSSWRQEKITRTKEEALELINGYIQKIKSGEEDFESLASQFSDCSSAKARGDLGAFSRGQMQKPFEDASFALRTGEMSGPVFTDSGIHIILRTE
The depositor's hits bear a star; i = inactive; ? = inconclusive; · = not tested or not shown; & = joins results of further samples; [ ] = dose if it differs, or a comment. Unless noted, the call rests on the fitted dose curve; in most records, active means well fitted curve in the direction sought with a large enough effect; inconclusive means small, poorly fitted or top-dose-only effect, or another doubt; inactive means no such curve, though single readings can be large; an effect the other way counts as inactive or inconclusive. Potency means the concentration at half of the fitted maximal effect.

SMILES	HP1b chromo inh	GLS inh	Tb PGK inh	ALOX12 inh	ERG-DNA inh	rTrxR1 inhibitor	RGS4 inhibitor	JMJD2A Tudor inh	Pin1 inhibitor
CCn1ncc(Br)c1C(=O)NC(C)c1ccccc1 (stereo unspecified)	23%	19%	4%	-6%	-1%	6%	34%	-13%	-3%
O=C(O)c1cc([N+](=O)[O-])c(Nc2cccc3ccccc23)c([N+](=O)[O-])c1	-16%	-3%	-3%	?	9%	-6%	11%	?	-13%
COc1cccc(C(c2sc3nc(-c4ccco4)nn3c2O)N2CCC3(CC2)OCCO3)c1 (stereo unspecified)	4%	4%	-11%	-27%	-2%	20%[57.1 µM]	8%	-19%	-4%
Cc1noc(C)c1NC(=O)Nc1cccc2c1O[C@H](CN(C)C(=O)Nc1ccc3c(c1)OCO3)[C@@H](C)CN([C@H](C)CO)C2=O	30%	18%	-9%	-2%	3%	1%	-5%	-16%	-3%
O=C(CCCC(=O)c1ccccc1)NCc1ccccc1	26%	-5%	·	-18%	7%	12%	?	-13%	0%
Cc1ccc(C(=O)Nc2cccc(C(=O)NC3CCCC3)c2)cc1	29%	-11%	-11%	?	-2%	-12%	-3%	4%	-9%
COc1ccc(NS(=O)(=O)c2ccc(NC(=S)NC(=O)c3cccnc3)cc2)nn1	-10%	-21%	i	?	13%	5%[57.1 µM]	-31%	0%[11.4 µM]	0%
CCN(C(=O)COC(=O)c1ccc(C)c(S(=O)(=O)N2CCOCC2)c1)C1CCS(=O)(=O)C1 (stereo unspecified)	17%	1%	-3%	5%	-16%	8%	-16%	-4%	-3%
COc1ccc2c(C(=O)c3ccc(C)cc3)n(CCCC(N)=O)[n+]([O-])c2c1	7%	-3%	-8%	0%	6%	6%	4%	-15%	2%
COc1ccccc1C(=O)Nc1cccc(NC(=O)c2ccccc2C)c1	20%	11%	4%	0%	6%	10%	-52%[56.9 µM]	?	31%[activator]
CCC(=O)N1CCc2cc(S(=O)(=O)NC(CC(C)C)C(=O)NCc3ccc(C)cc3)ccc21 (stereo unspecified)	47%[activator]	1%	-11%	-17%	4%	1%	-1%	-4%	6%
Cc1ccccc1NC(=O)c1cc(N)ccc1N1CCCCC1	-5%	65%[activator]	-5%	0%	-4%	20%	-17%	?	-1%
Cc1ccc(C(c2sc3nc(-c4ccco4)nn3c2O)N2CCN(Cc3ccccc3)CC2)cc1 (stereo unspecified)	19%	-1%	-10%	1%	3%	4%[57.1 µM]	-22%	?	8%
CCCC(=O)Nc1nc2ccc(OC)cc2s1	28%	-5%	-3%	-1%	-7%	16%	-8%	-5%	2%
COc1cc(NC(=O)CCc2c(C)noc2C)c(Cl)cc1C(=O)O	19%	1%	-2%	?	-1%	8%	-11%	-12%	-2%
Cc1ccnc(NS(=O)(=O)c2ccc(NC(=O)c3c(-c4ccccc4Cl)noc3C)cc2)n1	14%	-7%	-3%	?	-6%	2%	-12%	-14%	0%
CCN(CC)S(=O)(=O)c1cccc(C(=O)N[C@H](C(=O)Nc2nc3ccccc3s2)C(C)C)c1	40%[activator]	-5%	-6%	-19%	-20%	-11%[57.1 µM]	-16%	6%	22%
CCCOc1ccc(N2C(=O)CC(NCCNc3ccc([N+](=O)[O-])cn3)C2=O)cc1 (stereo unspecified)	33%	-12%	7%	-10%	5%	-71%	-17%	-18%	1%
CSC1=NCCN1C(=O)c1c(-c2c(F)cccc2Cl)noc1C	18%	-4%	-5%	13%	-7%	21%[57.1 µM]	5%	0%	-7%
CCOC(=O)C1=C(Nc2ccccc2)CC(C)(O)C(C(=O)OCC)C1c1ccc(Cl)cc1 (stereo unspecified)	36%&18%	-2%&9%	0%&-6%	-4%&6%	-1%&8%	1%&1%	-19%&11%	-6%&-20%	0%&9%
CC(=O)c1ccc(NC(=O)Nc2ccc(Cl)cc2)cc1	-6%	-1%	-3%	?	·	14%	12%	-17%	-2%
CCOC(=O)C1=C(c2cccc(Oc3ccccc3)c2)NC(=S)NC1C (stereo unspecified)	7%	-14%	5%	?	-1%	11%[57.1 µM]	-47%	-23%	5%
CCCCCCCNC(=O)C1(CC2CC(c3cccc(Br)c3)=NO2)CCN(C(=O)C2CCCC2)CC1 (stereo unspecified)	31%[activator]	-13%	i	-11%	9%	32%	-15%	-1%	-1%
CC(=O)Nc1ccc(S(=O)(=O)NCCC(=O)OCc2ccc([N+](=O)[O-])cc2)cc1	22%	7%	5%	-3%	8%	14%	-4%	-2%	-10%
COC(=O)c1ccc(/C=C/c2c(-c3ccc(OC)cc3)sc3ccccc23)cc1	51%[activator]	0%	-8%	-4%	-3%	-5%[57.1 µM]	-7%	24%	0%
COc1cc(CNC(=O)c2cccc(COc3ccc(Cl)cc3)c2)cc(OC)c1	49%[activator]	3%	0%	-13%	2%	-15%	1%	6%	-1%
Cc1ccc(-c2noc(CSc3nnc(-c4ccc(Cl)cc4)n3C)n2)cc1	52%[activator]	-13%	-1%	-20%	0%	10%	-7%	-9%	0%
CCC(C)NC(=O)C1CCN(S(=O)(=O)c2cc([N+](=O)[O-])ccc2Cl)CC1 (stereo unspecified)	17%	1%	-6%	-16%	-9%	-6%	14%	-11%	3%
C[C@@H](O)C1NC(=O)[C@H](CCCCN)NC(=O)c2cc([N+](=O)[O-])cc(F)c2NCCCC[C@@H](C(N)=O)NC1=O (stereo partly specified)	18%	-1%	2%	·	2%	-15%[57.1 µM]	-1%	-24%	-2%
Cc1ccc(S(=O)(=O)CCC(=O)Nc2nc(-c3cccnc3)cs2)cc1	54%[activator]	-3%	5%	-20%	3%	?	-18%	-5%	29%
O=C(CSc1oc(-c2ccco2)nc1S(=O)(=O)c1ccc(Cl)cc1)NCC1CCCO1 (stereo unspecified)	2%	-2%	·	7.9µM*	·	?	-21%	?	11%
CC(OC(=O)CCCOc1ccccc1)C(=O)Nc1ccc(Cl)cn1 (stereo unspecified)	62%[activator]	-1%	0%	6%	2%	-6%	6%	40%[activator]	-1%
Cc1nc2ccccc2n1CC(=O)N/N=C/c1cccnc1	34%	-5%	-7%	2%	2%	-17%	-2%	4%	-3%
Cc1ccc(Br)c(NS(=O)(=O)c2cccc(C(=O)N3CCNC(=O)C3)c2)c1	22%	-1%	-10%	-29%	-5%	22%	8%	-26%	-4%
Cc1ccc(-c2csc3nc(C)n(N)c(=O)c23)cc1	32%	-12%	0%	-5%	0%	23%	6%	11%	-2%
COc1ccc(N2CCN(C(=O)CCNC(=O)Cn3ccc4ccccc4c3=O)CC2)cc1	13%	32%[activator]	i	9%	1%	16%	2%	-20%	3%
C/C(=N\NC(=O)C(O)c1ccccc1)c1ccc(Br)s1 (stereo unspecified)	7%	-3%	·	7%	-3%	13%	5%	-26%	-10%
CN(C)CC(C)(C)CNC(=O)CC1C(=O)NCCN1Cc1ccc(-c2ccccc2)cc1 (stereo unspecified)	30%	-6%	0%	19%	-25%	17%	-16%	-17%	-6%
CCOC(=O)C1=C(C)C(c2ccc(OC)cc2)NC(=S)N1 (stereo unspecified)	-14%	?	i	0%	2%	-13%	-76%[56.9 µM]	-85%[57.1 µM]	-7%
CCC1(CC)C(=O)N(C)C(=O)NC1=NCc1ccccc1	15%	-1%	-8%	-11%	-2%	21%[57.1 µM]	-18%	-5%	-1%
CC(=O)C1=C(O)C(=O)N(c2ccc(Br)cc2)C1c1ccccc1[N+](=O)[O-] (stereo unspecified)	-12%	8%	-7%	?	1%	14%	30%	-30%	-9%
O=C(NC(=S)Nc1ccc(CN2CCOCC2)cc1)c1ccc2c(c1)OCCO2	?	-1%	6%	0%	-12%	?	-8%	?	-8%
CCc1ccc(-c2nc3cc(NC(=O)c4ccc(C)c(C)c4)ccc3o2)cc1	27%	7%	-7%	-6%	-6%	43%[activator]	-5%	-24%	-1%
COc1cc(-c2nnc(SCC3(c4ccc(Br)cc4)OCCO3)o2)cc(OC)c1OC	21%	7%	-7%	2%	6%	35%	1%	-1%	0%
Cc1nnc(C)c2c(C)n(Cc3ccc4c(c3)OCO4)c(C)c12	-14%	-13%	-1%	-25%	-14%	2%	18%	?	33%[activator]
Cc1[nH]nc(Sc2ccccn2)c1[N+](=O)[O-]	39%[activator]	-5%	i	8%	8%	7%[57.1 µM]	-16%	-2%	3%
Nc1nc(SCC(=O)c2c(N)n(C3CC3)c(=O)[nH]c2=O)n[nH]1	29%	3%	7%	?	-4%	-7%	21%	-6%	-9%
COc1cc(/C=C/c2[nH]c(=O)[nH]c(=O)c2[N+](=O)[O-])ccc1OCCC(C)C	-17%	1%	4%	-20%	-12%	10%[57.1 µM]	-52%	-11%[11.4 µM]	?
O=C(c1cc2nc(-c3ccccc3)cc(C(F)(F)F)n2n1)N1CCCC1	55%[activator]	-8%	i	-8%	7%	28%	10%[11.4 µM]	-20%[11.4 µM]	-8%

Three entries already listed, arranged by molar mass, low to high.
SMILES	HP1b chromo inh	GLS inh	Tb PGK inh	ALOX12 inh	ERG-DNA inh	rTrxR1 inhibitor	RGS4 inhibitor	JMJD2A Tudor inh	Pin1 inhibitor
Cc1[nH]nc(Sc2ccccn2)c1[N+](=O)[O-]	39%[activator]	-5%	i	8%	8%	7%[57.1 µM]	-16%	-2%	3%
Cc1nnc(C)c2c(C)n(Cc3ccc4c(c3)OCO4)c(C)c12	-14%	-13%	-1%	-25%	-14%	2%	18%	?	33%[activator]
CC(=O)C1=C(O)C(=O)N(c2ccc(Br)cc2)C1c1ccccc1[N+](=O)[O-] (stereo unspecified)	-12%	8%	-7%	?	1%	14%	30%	-30%	-9%

A portion of the library; rates above refer to the full screens.
